SIRT5 inh: sirtuin-5 (human) deacylase inhibition; inhibition, % at 15 µM; Purified SirT5, succinyl-peptide AMC, trypsin-coupled fluorescence; AID 652115; actives 1.1% (n = 330,000); Q9NXA8; in the data active = inhibition above about 15%
Target sequence (Q9NXA8 whole entry, looked up): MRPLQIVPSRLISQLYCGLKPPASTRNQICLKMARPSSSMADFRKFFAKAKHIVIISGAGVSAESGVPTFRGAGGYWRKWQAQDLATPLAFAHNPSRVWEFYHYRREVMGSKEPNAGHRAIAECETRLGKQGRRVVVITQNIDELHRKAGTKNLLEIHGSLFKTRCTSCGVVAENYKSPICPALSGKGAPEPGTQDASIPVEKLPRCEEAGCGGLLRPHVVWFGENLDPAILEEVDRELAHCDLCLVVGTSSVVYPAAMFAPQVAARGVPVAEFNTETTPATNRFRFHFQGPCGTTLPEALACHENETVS
PGC1a acetyl inh: modulators of PGC1a acetylation; U2OS PGC1a acetylation, AlphaScreen anti-acetyl-lysine; with virally co-expressed GCN5 acetyltransferase; inhibition, % at 15.6 µM; actives 0.17% (n = 350,000); AID 651687;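 active = every replicate shows inhibition of at least 40%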;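 note: 0% = neutral control wells and 100% = positive control wells; some results beyond the cut were filed as inactive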
ERAP1 HTS inh: blocks human ERAP1 aminopeptidase activity; actives 0.15% (n = 340,000); inhibition, % at 10.7 µM; AID 652197; recombinant ERAP1, Leu-AMC fluorescence, 60 min; Q9NZ08;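 active = mean replicate inhibition of at least 30%, or all replicates individually reaching that 30% level; inactive = mean below 30% and not every replicate reaching it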;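 note: 0% = neutral control wells and 100% = L-leucinethiol positive control wells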
Xi reactivation: reactivates the inactive X chromosome in mouse fibroblasts; XiGFP mouse fibroblasts, % GFP-positive cells imaging, 3 d; cells co-treated with 5-aza-dC sensitizer; scaled so ellipticine positive control = 100%; activation, % at 7.58 µM; actives 0.055% (n = 360,000);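 active = mean normalized replicate activation at least 10% and every replicate at or above 10%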;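 note: 0% = median of on-plate neutral control wells and 100% = ellipticine 6 µM median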
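Material: XiGFP fibroblasts, SV40-immortalized. Buffer or medium: DMEM plus 5-aza-dC sensitizer. Compound: single concentration per compound, delivered by pin transfer. Times: 3 days compound exposure. Controls: ellipticine 6 µM.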
S100A4 MyoIIA: S100A4-myosin IIA interaction inhibition; P26447; S100A4/TAMRA-MyoIIA peptide fluorescence polarization; inhibition, % at 10.7 µM; actives 0.14% (n = 360,000);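 active = mean inhibition of at least 70% across replicates, with every replicate also reaching that level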
Target sequence (P26447 whole entry, looked up): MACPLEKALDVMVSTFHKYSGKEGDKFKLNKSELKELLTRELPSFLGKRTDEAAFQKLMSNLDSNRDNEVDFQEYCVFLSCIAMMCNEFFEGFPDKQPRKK
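Material: S100A4 monomer (human). Medium: Calcium-containing HEPES buffer, pH 7.2. Probe or stimulus: labelled myosin peptide probe, 5 nM. Compound dosing: one concentration per compound. Timing: polarization read 5 min after assay mix addition, stable 5–60 min. Benchmarks: DMSO as neutral control, TFP as positive control.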
Cneo AK release: causes C. neoformans cell lysis. adenylate kinase release luminescence, 4 h; normalised: neutral wells 0, clomiphene wells 100. lysis activity, % at 15 µM. actives 0.2% (n = 360,000);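 active = mean lysis activity across replicates of at least 80%, whatever share of replicates individually reach that level; inactive = mean lysis activity below 80%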
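Schedule: static 4 h at 37 °C with compound, 1 h detection; system: C. neoformans cells; benchmarks: Clomiphene as positive control; buffer or medium: fresh YPD medium; measure: luminescence rise reflecting yeast cell lysis; measured by: luminescent adenylate kinase detection reagent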
C2C12 statin: suppression of simvastatin myotoxicity; C2C12 myotubes + simvastatin, ATP luminescence, 48 h; scaled: DMSO 0, geranylgeraniol control 100; rescue of ATP level, % at 7.49 µM; actives 0.78% (n = 330,000); AID 602340;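 active = mean ATP rescue above about 67%, or every replicate alone reaching that limit, limit read from the data, passing the limit was not always enough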;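 note: myotubes were challenged with 10 µM simvastatin during compound exposure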
LGR2 antag: Drosophila LGR2 receptor signaling inhibition; HEK293 LGR2, CRE-luciferase, bursicon-stimulated, 4 h; actives 0.35% (n = 380,000); inhibition, % at 9.99 µM;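 active = drop in luminescence signal, shown as inhibition above about 50% in the replicate tests, limit read from the data, passing the limit was not always enough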;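 note: agonist challenge used bursicon conditioned medium at about half maximal strength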
Active calls of the source: *; / = no result given.

Molecule,SIRT5 inh,PGC1a acetyl inh,ERAP1 HTS inh,Xi reactivation,S100A4 MyoIIA,Cneo AK release,C2C12 statin,LGR2 antag
COCCNC(=S)NCc1ccc2[nH]c3c(c2c1)CCCC3,-1,5,-2,0.0,-1,0,4,10
CCOC(=O)c1[nH]c2c(OCC)nc(OCC)nc2c1Br,-1,/,-2,0.0,-2,/,/,-5
COc1cccc(CN2CCCCN3[C@H](C2)[C@H](c2ccc(-c4cccnc4)cc2)[C@@H]3CO)c1,3,-6,1,0.0,-9,6,-6,-9
CC(=O)Nc1nnc(CCS(=O)(=O)c2ccc(C)cc2)s1,-3,4,-3,0.4,21,-3,6,0
O=C(NCCc1cccc(C(F)(F)F)c1)C1CCC(=O)N(Cc2ccc(Cl)cc2)C1 (configuration not stated),0,0,0,0.2,-2,-1,15,-6
Cc1[nH]c2ccccc2c1C(=O)C(=O)NCC1CCCO1 (configuration not stated),-1,3,6,0.0,4,/,/,-19
CC(=Nc1ccccc1)C1=C(O)C(Cc2ccc(F)cc2)NC1=O (configuration not stated),0,/,1,0.1,-8,-2,-40,-34
CC(C)Nc1oc(Cc2cccc3ccccc23)nc1C#N,-4,/,2,/,-3,1,25,5
Cc1[nH]c2ccccc2c1SCCNC(=O)c1ccc(S(=O)(=O)N2CCCC2)cc1,-1,-2,4,0.1,-5,13,-17,-3
Cc1ccc(S(=O)(=O)N(CC(=O)N=Nc2c(O)[nH]c3ccccc23)c2cccc(C)c2)cc1,/,-14,/,0.2,/,-2,10,21
C[C@H](CO)N1C[C@H](C)[C@H](CN(C)Cc2ccc3c(c2)OCO3)Oc2ccc(NC(=O)C3CC3)cc2CC1=O,0,5,4,0.0,0,-5,-17,-11
O=C(NCN1C(=O)C2C3C=CC(C3)C2C1=O)OC1CCCCC1 (configuration not stated),/,10,/,/,/,1,3,-6
CCOc1ccc(-n2c(O)c(/C=N/Nc3nnc(C)c(=O)[nH]3)c3ccccc3c2=O)cc1,3,/,1,0.0,0,/,/,-17
CN1C(=O)c2cc(NC(=O)C3CC3)ccc2OC[C@@H]2O[C@@H](CC(=O)NC3CCC3)CC[C@@H]21,0,-1,-1,0.3,4,-1,-31,8
O=C(NNC(=S)NC(=O)c1ccccc1[N+](=O)[O-])c1ccc(Cl)cc1Cl,3,-1,7,0.0,3,/,/,9
COc1cccc(/C=C2\SC(=S)N(CCC(=O)NC3C=CS(=O)(=O)C3)C2=O)c1 (configuration not stated),-3,15,3,0.1,-2,-2,20,-31

Profiles, quoted from the list. Order of screens: SIRT5 inh | PGC1a acetyl inh | ERAP1 HTS inh | Xi reactivation | S100A4 MyoIIA | Cneo AK release | C2C12 statin | LGR2 antag
Profile of COCCNC(=S)NCc1ccc2[nH]c3c(c2c1)CCCC3 = -1 | 5 | -2 | 0.0 | -1 | 0 | 4 | 10
Profile of COc1cccc(CN2CCCCN3[C@H](C2)[C@H](c2ccc(-c4cccnc4)cc2)[C@@H]3CO)c1 = 3 | -6 | 1 | 0.0 | -9 | 6 | -6 | -9
Profile of COc1cccc(/C=C2\SC(=S)N(CCC(=O)NC3C=CS(=O)(=O)C3)C2=O)c1 (configuration not stated) = -3 | 15 | 3 | 0.1 | -2 | -2 | 20 | -31
Profile of O=C(NCCc1cccc(C(F)(F)F)c1)C1CCC(=O)N(Cc2ccc(Cl)cc2)C1 (configuration not stated) = 0 | 0 | 0 | 0.2 | -2 | -1 | 15 | -6
Profile of Cc1[nH]c2ccccc2c1C(=O)C(=O)NCC1CCCO1 (configuration not stated) = -1 | 3 | 6 | 0.0 | 4 | / | / | -19

Later entries:
Molecule,SIRT5 inh,PGC1a acetyl inh,ERAP1 HTS inh,Xi reactivation,S100A4 MyoIIA,Cneo AK release,C2C12 statin,LGR2 antag
CC(=O)c1ccc(S(=O)(=O)N2CCCC(N(C)CCc3ccccc3)C2)cc1 (configuration not stated),-2,-6,-1,0.4,2,0,-6,-9
CC(C)[C@H](NC(=O)c1c(F)cccc1F)C(=O)OCC(=O)NC(=O)NC1CCCC1,-3,/,-3,0.1,3,-1,4,2
O=c1[nH]c(CSc2cccc[n+]2[O-])nc2ccccc12,-2,/,-3,0.0,4,/,/,7
O=C(C[C@@H]1CC[C@@H]2[C@H](COC[C@@H](O)CN2Cc2nccs2)O1)N1CCC(Cc2ccccc2)CC1,/,-1,/,0.2,/,1,27,-7
CN(CCOc1ccccc1)C(=O)C1CCC(=O)N(CCc2ccc(Cl)cc2)C1 (configuration not stated),-3,3,-4,0.5,17,0,/,-51
C[C@@H]1CN([C@H](C)CO)C(=O)c2cccc(NC(=O)Nc3ccc4c(c3)OCO4)c2O[C@H]1CN(C)Cc1ccc(C(=O)O)cc1,3,-1,0,-1.4,-46,-1,/,-2
COc1ccc(NC(=O)N(C)C[C@H]2Oc3ncc(-c4ccc(C#N)cc4)cc3C(=O)N([C@@H](C)CO)C[C@@H]2C)cc1,-15,4,-1,0.1,-1,-3,10,9
Cc1ccc(NC(=O)CN(Cc2ccco2)Cc2ccccc2O)cc1C,-1,1,0,0.0,-3,-2,7,17
O=C(c1ccccc1F)N1CC[C@@H]2[C@@H](CO)Nc3ccc(-c4ccccc4)cc3[C@@H]21,2,-7,-1,0.0,12,7,20,1
Oc1ccccc1C1=NC(c2ccccc2)NC(c2ccccc2)C1 (configuration not stated),/,-4,-1,0.1,-5,-2,-6,-29
CCCN(CC(=O)Nc1ccccc1OC)C(=O)C1=COCCO1,-1,-5,1,0.0,1,-2,-3,19
C[C@@H]1CN([C@H](C)CO)C(=O)Cc2cc(NC(=O)Cn3cnnn3)ccc2O[C@@H]1CN(C)C(=O)Nc1ccc(F)cc1,/,14,/,0.0,/,/,3,-21
Cc1c(N(C(=O)c2cc(=O)[nH]c3ccccc23)C(C)C)c(=O)n(-c2ccccc2)n1C,-13,15,6,/,-1,0,15,-4
CCCC(c1nnnn1CCOC)N1CCN(c2nc3ccccc3s2)CC1 (configuration not stated),-5,-5,6,0.0,-6,/,3,8
COc1ccc(NC(=O)CCC(=O)N2CCOCC2)c([N+](=O)[O-])c1,-5,/,-1,0.2,-1,1,/,1
COCCn1nnnc1C(c1cccc(OC)c1OC)N1CCN(C(=O)c2ccco2)CC1 (configuration not stated),/,19,-4,0.2,0,3,-22,-27
CC(C)(C)OC(=O)C[C@H]1C/C=C\C[C@@H](CC(=O)NCCO)C(=O)N2CCC[C@H]2COC1=O,-3,2,-4,0.3,-11,-8,2,-10
CO[C@@H](CN(C)S(=O)(=O)c1ccc(Cl)cc1)[C@@H](C)CN(C(=O)Nc1ccccc1F)[C@@H](C)CO,/,-1,0,0.1,3,14,-2,9
COc1cccc(C(=O)Nc2nnc(S(=O)(=O)Nc3cccc(C)c3)s2)c1,1,-8,0,-0.3,1,1,16,-28
CC(C)NC(=O)Nc1ccc2c(c1)C(=O)N([C@H](C)CO)C[C@H](C)[C@@H](CN(C)S(=O)(=O)c1ccc(F)cc1)OCCCC[C@H](C)O2,2,-1,3,0.0,3,-1,/,8
C[C@@H]1CN([C@H](C)CO)C(=O)Cc2cc(NC(=O)Cc3cn(C)c4ccccc34)ccc2O[C@@H]1CN(C)C(=O)Nc1ccccc1,5,1,-2,0.0,26,0,14,-13
CC1(C)CC(=O)c2sc(NS(=O)(=O)c3cc(Cl)ccc3Cl)nc2C1,-1,-4,2,0.0,-4,/,-8,1
Cc1nc(S/C(=C/c2ccc(-c3cc(Cl)ccc3C)o2)C(=O)O)n[nH]1,-6,7,0,0.5,-8,/,/,11
NC(CCc1ccccc1)c1csc(NC(=O)Nc2ccccc2Oc2ccccc2)n1 (configuration not stated),/,-22,-1,0.1,0,2,-3,-18
COc1ccc(C2Nc3ccccc3C(=O)N2c2ccccc2)cc1Cn1cc([N+](=O)[O-])cn1 (configuration not stated),-2,-8,2,0.2,-13,0,13,-2
O=C(NC1CCCCC1)C12CC3CC(CC(Cl)(C3)C1)C2,/,5,/,0.3,/,-1,/,20
Cc1cc(C)n(CCCN2C(=O)c3cccc4cccc(c34)C2=O)n1,1,/,1,0.5,2,/,/,-6
COc1ccc(S(=O)(=O)Nc2ccc3c(c2)C(=O)N([C@@H](C)CO)C[C@H](C)[C@H](CN(C)Cc2ccc(C(F)(F)F)cc2)OCCCC[C@H](C)O3)cc1,8,8,1,0.1,11,5,/,-1
COC(=O)C[C@H]1CC[C@@H]2[C@H](COc3ccc(NC(=O)c4cc(F)cc(F)c4)cc3C(=O)N2C)O1,/,-2,/,0.1,/,2,16,8
COc1cc(C(=O)N/N=C/c2cn(Cc3cccc(F)c3)c3ccccc23)ccc1O,0,/,-3,0.0,-4,0,-7,-1
CCCCNC(=O)C1(C)CCN1C(=O)c1ccc2ccccc2n1 (configuration not stated),/,/,1,0.1,0,-1,8,7
COC(=O)c1ccc2c(=O)n(Cc3ccc(C(=O)NCCCN4CCOCC4)cc3)c(=S)[nH]c2c1,-2,-32,-4,0.2,1,-13,-43,-5
CC(C)c1ccccc1NC(=O)c1ccccc1NC(=O)C1CCCCC1,1,/,-1,0.0,-4,/,/,1
CCN1C(=O)[C@@H]2[C@@H](c3ccc(-c4cccc(Cl)c4)cc3)N3CCC[C@@]3(C(=O)OC)[C@@H]2C1=O,0,7,-1,0.0,-2,0,2,/
COc1cccc(NC(=O)Cn2c(=O)n(-c3cc(OC)c(OC)c(OC)c3)c(=O)c3ccccc32)c1,-2,4,0,0.0,-2,-1,7,11
O=C(c1cccnc1)N1CC2(C1)[C@@H](c1ccccc1)[C@@H](CO)N2C(=O)C1CCC1,-1,-2,-3,0.2,4,/,/,6
C[C@H](CO)N1C[C@H](C)[C@H](CN(C)C(=O)c2ccccn2)Oc2cc(C#CC3CC3)ccc2S1(=O)=O,-2,-10,0,-0.2,11,1,17,-39
CC(=O)Nc1nnc(-c2ccco2)o1,1,/,0,0.0,5,/,/,-8
C[C@@H]1CN([C@@H](C)CO)C(=O)CCCn2cc(nn2)CO[C@@H]1CN(C)C(=O)Oc1ccccc1,/,-4,/,0.1,/,/,-21,-5
C/C(=N\NC(=O)c1ccccc1O)c1cccs1,3,-5,1,0.3,3,-10,-20,52*
CC(C)NC(=O)N(C)C[C@@H]1Oc2cc(C#Cc3cccc(F)c3)ccc2S(=O)(=O)N([C@H](C)CO)C[C@@H]1C,9,-1,-1,-0.2,-7,-4,40,-4
CCCC#Cc1ccc([C@@H]2[C@@H](CO)N3C(=O)CN(S(=O)(=O)c4ccccc4C)C[C@@H]23)cc1,7,4,3,0.0,9,/,/,6
COc1ccc(-c2ccc(OC)c([C@H]3[C@@H]4C=CCC[C@@]4(C)C(=O)N3Cc3ccccc3)c2)cc1OC,/,-8,0,0.2,0,-2,12,/
C[C@@H]1CN([C@H](C)CO)C(=O)c2cc(NC(=O)Nc3ccccc3)ccc2O[C@@H](C)CCCCO[C@H]1CN(C)Cc1ccncc1,-6,2,-3,-0.1,24,0,/,-13
COc1ccc(S(N)(=O)=O)cc1C(=O)OCC(=O)Nc1sccc1C#N,-2,5,1,0.0,1,-3,-2,3
COC(=O)c1c(CSc2cccc(C)c2)noc1C(=O)NCc1ccco1,-3,/,2,0.0,-9,-1,8,-3

High-throughput results from PubChem BioAssay.

An excerpt (hit frequency here may not be typical).
